Peg3 prom inh = inhibitors of Peg3 promoter; inhibition, % at 20 µM; HeLa PEG-Prom luciferase reporter, luminescence, overnight; AID 588405; 360,000 tested, 1.7% active;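 active = inhibition of at least 50% at 20 µM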
TRAIL sens C8 = caspase-8 TRAIL sensitization. NB7+C8 cells + TRAIL, ATPlite viability luminescence. inhibition (viability loss, TRAIL sensitization), % at 10 µM. 360,000 tested, 1% active. AID 624354;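 active = compounds causing at least 50% loss of cell viability in the single-dose screen, relative to plate controls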
HIF-2a block = HIF-2a inhibition. 786-0 RCC cells HIF-2a reporter, luciferase luminescence, overnight. inhibition, % at 18.8 µM. 360,000 tested, 0.72% active;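 active = inhibition of the luminescence signal of 40% or more relative to plate controls, in a single-dose primary screen at 18.75 µM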
CF NFkB block = inhibitors of cystic fibrosis induced NF-kB. inhibition, % at 5 µM. AID 588850. KKLEB NF-kB-GFP reporter, PAF-induced, GFP fluorescence overnight. 360,000 tested, 0.86% active;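 active = at least 50% inhibition at 5 µM, scaled per plate between neutral and stimulator controls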;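 also: PAF is a Pseudomonas aeruginosa culture filtrate used as stimulus; plate controls were PAF-stimulated DMSO wells for no effect and unstimulated DMSO wells for full effect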
KKLEB tox = reduces viability of KKLEB cystic fibrosis airway cells. KKLEB CF airway cells viability, ATPlite luminescence, overnight; active compounds read low; cells stimulated with P. aeruginosa culture filtrate. activity change (cytotoxicity), % at 5 µM. 360,000 tested, 0.36% active;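 active = corrected activity change at or below -50% at 5 µM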
NR2E3 ag-1 = NR2E3 (human) agonism; AID 2300; Q9Y5X4; inhibition of corepressor binding, % at 4.78 µM; GST-NR2E3/biotin-RetCOR TR-FRET, 1536-well; 320,000 tested, 0.12% active;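 active = percent inhibition above the cutoff of mean plus 3 SD of all tested compounds, set per screening campaign, cut at about 20% in these data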;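 also: 0% = DMSO wells and 100% = biotin wells as full block of FRET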
Target sequence (Q9Y5X4 whole entry, looked up): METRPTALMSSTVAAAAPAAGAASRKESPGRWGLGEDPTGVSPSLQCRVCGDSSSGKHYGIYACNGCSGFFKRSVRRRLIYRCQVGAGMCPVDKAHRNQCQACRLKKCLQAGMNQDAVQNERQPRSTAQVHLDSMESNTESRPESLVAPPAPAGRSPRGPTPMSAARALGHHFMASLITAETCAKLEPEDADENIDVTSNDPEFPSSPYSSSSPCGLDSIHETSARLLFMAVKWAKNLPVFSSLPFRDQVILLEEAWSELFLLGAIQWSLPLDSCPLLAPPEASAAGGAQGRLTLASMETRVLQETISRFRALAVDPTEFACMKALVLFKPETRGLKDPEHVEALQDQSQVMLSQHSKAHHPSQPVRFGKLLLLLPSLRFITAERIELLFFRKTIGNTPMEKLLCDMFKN
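System: GST-NR2E3 and biotin-RetCOR proteins; probe or stimulus: 7 nM biotin-RetCOR; doses: compound at 4.8 µM, single dose; schedule: Compound–protein incubation for 5 h at 4 °C; detection: time-resolved FRET; read-out: percent inhibition; controls: biotin wells as high control, 0.6% DMSO wells as low control; format: 1536-well plates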
iPSC survival up = increases survival of single human iPS cells | hiPSC single-cell survival, ATPlite luminescence; 100% = ROCK inhibitor wells, 0% = DMSO | survival enhancement, % at 20 µM | 360,000 tested, 0.044% active; in the data active = survival enhancement above about 18%;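 also: cells exposed to compounds for 16 hours before the ATP read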
EBV LMP1 NFkB = Epstein-Barr LMP1 NF-kappaB reporter inhibition; 350,000 tested, 0.69% active; inhibition, % at 12.5 µM; AID 504558; LMP1-induced NF-kappaB luciferase reporter cells, luminescence; in the data active = inhibition above about 41%;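 also: 0% = neutral control wells and 100% = reference inhibitor control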
Shn3 3UTR inh = reduces Shn3 3'UTR luciferase signal in osteoblasts. Clone20 osteoblast Shn3 3'UTR firefly luciferase, 24 h. inhibition, % at 12.5 µM. 360,000 tested, 0.52% active. AID 588674;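 active = mean inhibition of at least 75% with every replicate also reaching 75%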;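 also: 0% = median of neutral control wells and 100% = pilot-screen positive control compound; some compounds past the cut are filed as inactive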
MITF TRPM1 inh = inhibitors of MITF-driven TRPM1 promoter in melanoma cells | SK-MEL-5 TRPM1 promoter luciferase, 24 h | inhibition, % at 12.5 µM | 330,000 tested, 0.83% active | AID 488899;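 active = mean inhibition across replicates of 60% or more, whatever share of single replicates reaches that level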; also: values of inactives mirror those of a sister screen read the other way
NR2E3 ag-2 = human photoreceptor-specific nuclear receptor agonism; Q9Y5X4; CHO-S Gal4-NCOR/VP16-NR2E3 two-hybrid, luciferase; inhibition of corepressor binding, % at 3.98 µM; 360,000 tested, 0.35% active; AID 602229;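 active = inhibition above the mean of all tested compounds plus 3 SD, cut at about 70% in these data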;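 also: 0% = DMSO with NR2E3 transfected cells and 100% = cells lacking NR2E3 construct; higher means lower luciferase signal from less NR2E3 corepressor binding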
The depositor's hits bear a star; / = not tested or not shown. An excerpt; rates above refer to the full screens.

SMILES	Peg3 prom inh	TRAIL sens C8	HIF-2a block	CF NFkB block	KKLEB tox	NR2E3 ag-1	iPSC survival up	EBV LMP1 NFkB	Shn3 3UTR inh	MITF TRPM1 inh	NR2E3 ag-2
O=C(COC(=O)CNS(=O)(=O)c1ccc(Br)cc1Cl)NC1CC1	4	-19	6	-3	-24	-3	-0.4	-2	-12	3	-29
Cc1ccc(C(=O)OCC(=O)Nc2ccccc2)cc1S(=O)(=O)N1CCCCC1	14	9	13	18	1	5	0.2	-4	13	16	-5
O=C(NCCc1nnc2ccc(N3CCCCCC3)nn12)c1ccccc1	-14	5	-9	-4	15	1	0.3	-17	22	2	-8
CCN(CC)/C(Sc1ccccc1)=C(/C(Cl)=C(Cl)Cl)[N+](=O)[O-]	21	-3	-1	12	-6	2	-3.0	3	4	-10	8
O=C(CNS(=O)(=O)c1cccs1)NCCc1ccc(Cl)cc1	4	-13	11	6	-4	0	0.3	2	3	-2	-3
Clc1cccc(NCc2nnc(SCc3ccccc3)o2)c1	-24	-12	-38	10	-11	0	-0.6	-7	-9	-13	-39
CCCCOC(=O)c1ccc(OC(=O)c2cccnc2)cc1	-67	-8	-125	0	-8	-2	-0.8	-5	-34	-10	-70
COCC1CCN(C(=O)c2cc(COc3ccc(-n4cncn4)cc3)on2)CC1	0	-16	-7	1	-4	3	0.1	29	12	7	16
Cc1cccc([C@@H]2[C@@H]3C(=O)N(Cc4ccccc4)C(=O)[C@@H]3[C@]3(Cc4ccccc4)C(=O)N(c4ccc(C(F)(F)F)cc4)C(=O)N23)c1	4	5	-2	8	2	2	3.4	18	22	-2	-18
O=C(CCCc1ccccc1)NCc1ccc(Cl)cc1	7	-20	8	13	-7	0	0.2	6	5	16	-23
O=C1c2ccccc2C(=O)N1c1cc([N+](=O)[O-])ccn1	19	4	18	2	6	1	-0.9	0	-22	9	9
OC(c1cccc(CN2CCCCC2)c1)c1ncc(-c2ccccc2Cl)[nH]1 (stereo unspecified)	-20	-8	2	-22	8	/	5.6	/	26	/	-15
FC(F)(F)c1ccccc1NC(=S)Nc1cccc(Cl)c1	8	4	-16	16	1	4	-0.2	-4	19	-12	-11
CC(=O)N[C@@H](C)C(=O)OC(C)C(=O)Nc1cccc([N+](=O)[O-])c1 (stereo partly specified)	-16	-1	16	1	6	/	0.3	0	-6	-1	1
Clc1ccc(OCCCn2ccnc2)c(Br)c1	18	4	-25	-3	11	-2	-0.4	20	17	3	-25
O=C(COC(=O)c1ccccc1F)NC(=O)NC1CCCC1	-11	11	-8	13	-3	1	0.2	-4	-13	-6	29
CCC(C)N1CCN(S(=O)(=O)Cc2ccccc2)CC1 (stereo unspecified)	11	-2	0	-10	6	-2	0.6	2	-2	-3	5
O=[N+]([O-])c1ccc(CNC2CCCc3ccccc32)cc1 (stereo unspecified)	1	2	-2	1	7	2	1.2	5	-9	-28	-29
S=C1NCCOCCNC(=S)NCCOCCOCCN1	3	-6	16	27	-12	-1	-1.1	1	-5	-11	-56
COc1cc2c(cc1OC)CN(C(=O)COc1ccc(C)c(C)c1)CC2	-1	-3	8	8	-12	1	3.1	6	3	7	-13
CCN1CCN(c2ccc(S(=O)(=O)N3CCOCC3)cc2NC(=O)c2cccc([N+](=O)[O-])c2)CC1	2	-13	6	-19	6	/	4.3	-8	-4	4	21
CCOc1cc(/C=N/NC(=O)c2nnn(-c3nonc3N)c2C)ccc1OCc1ccc(F)cc1	14	28	8	22	-9	0	-0.5	-4	-2	11	-9
CCOC(=O)C1CCN(c2c(Nc3cc(C)cc(C)c3)c(=O)c2=O)CC1	15	15	13	3	-2	1	-0.7	0	10	14	4
CCOC(=O)c1c(-c2ccccc2)nnn1-c1nc(OC)nc(N2CCOCC2)n1	18	-24	23	8	-8	0	0.3	1	18	7	-14
Cc1cc(SCC(=O)OC/C(O)=C(\C#N)c2nc3ccccc3[nH]2)c(C)cc1Br	51*	3	7	-11	4	-1	0.4	-2	-2	32	-9
COc1ccc(C(=O)OCc2cc3cccc(C)c3[nH]c2=O)cc1	9	1	8	25	-16	16	-1.9	3	8	6	11
COCCNC(=O)CCCn1c(=O)c2ccccc2n(Cc2ccccc2C#N)c1=O	10	-5	9	3	-22	0	-0.4	-3	9	4	-11
CC(C(=O)Nc1ccccc1-c1ccccc1)N1CCN(C(=O)c2ccccc2)CC1 (stereo unspecified)	10	6	5	9	11	-1	0.4	-9	9	-3	-8
COc1cc(S(=O)(=O)N2CCOCC2)ccc1NC(=O)COC(=O)C12CC3CC(CC(C3)C1)C2	4	8	20	0	-1	-1	0.0	-1	-1	-1	-11
Cc1nc2sc(C(c3ccc(F)cc3)N3CCOCC3)c(O)n2n1 (stereo unspecified)	-12	5	3	2	0	-3	0.2	-4	1	4	-3
COc1ccccc1-c1ccc(/C=N/O)o1	-67	2	-27	21	7	-2	0.3	/	10	/	-25
COCCOC(=O)C1=C(C)NC(=O)NC1c1cccc2ccccc12 (stereo unspecified)	21	-1	26	10	-14	-1	1.7	-7	3	-6	7
O=C(NCC(c1cccs1)N1CCOCC1)c1ccc(Br)o1 (stereo unspecified)	15	0	9	1	-2	-5	1.5	-2	-14	11	-27
COc1ccc(/C=C/C(=O)O)cc1S(=O)(=O)NC1CCS(=O)(=O)C1 (stereo unspecified)	-2	-3	3	-16	3	0	-1.2	-2	2	-5	-5
CC(C)(CNC(=O)CO/N=C1/C=C2CCC3C(C(O)C[C@@]4(C)C3CC[C@]4(O)C(=O)CO)[C@@]2(C)CC1)C(O)C(=O)O (stereo partly specified)	-15	21	6	70*	26	-3	0.0	5	5	-7	3
O=C1CCC2(CCCCC2)N1	14	6	8	3	-9	/	-1.1	0	-11	3	-12

Compound profiles (already shown). Order of values: Peg3 prom inh, TRAIL sens C8, HIF-2a block, CF NFkB block, KKLEB tox, NR2E3 ag-1, iPSC survival up, EBV LMP1 NFkB, Shn3 3UTR inh, MITF TRPM1 inh, NR2E3 ag-2
O=C(NCC(c1cccs1)N1CCOCC1)c1ccc(Br)o1 (stereo unspecified) as listed: 15, 0, 9, 1, -2, -5, 1.5, -2, -14, 11, -27
COCCNC(=O)CCCn1c(=O)c2ccccc2n(Cc2ccccc2C#N)c1=O as listed: 10, -5, 9, 3, -22, 0, -0.4, -3, 9, 4, -11
COc1ccc(/C=C/C(=O)O)cc1S(=O)(=O)NC1CCS(=O)(=O)C1 (stereo unspecified) as listed: -2, -3, 3, -16, 3, 0, -1.2, -2, 2, -5, -5
COc1cc(S(=O)(=O)N2CCOCC2)ccc1NC(=O)COC(=O)C12CC3CC(CC(C3)C1)C2 as listed: 4, 8, 20, 0, -1, -1, 0.0, -1, -1, -1, -11
Cc1cc(SCC(=O)OC/C(O)=C(\C#N)c2nc3ccccc3[nH]2)c(C)cc1Br as listed: 51*, 3, 7, -11, 4, -1, 0.4, -2, -2, 32, -9

Continuation.
SMILES	Peg3 prom inh	TRAIL sens C8	HIF-2a block	CF NFkB block	KKLEB tox	NR2E3 ag-1	iPSC survival up	EBV LMP1 NFkB	Shn3 3UTR inh	MITF TRPM1 inh	NR2E3 ag-2
CC(C)NC(=O)c1ccccc1NC(=O)CS(=O)(=O)Cc1ccccc1	8	7	-3	8	11	9	-0.8	5	-11	-5	-17
COc1cccc(C(=O)NCC(=O)NNc2ncnc(N)c2[N+](=O)[O-])c1	1	-3	11	2	5	0	0.3	-3	-15	7	-8
CCOC(=O)c1cnc(SC)nc1Sc1ccccc1Cl	8	29	16	12	-11	2	0.5	-23	-2	7	-18
Cc1nc2sc(C(c3cccs3)N3CCN(Cc4ccccc4)CC3)c(O)n2n1 (stereo unspecified)	3	-5	-7	-14	-3	8	-2.1	-7	3	6	1
Cc1ccc2cc(CN(c3ccccc3)S(=O)(=O)c3ccccc3)c(=O)[nH]c2c1	-33	0	-66	4	-7	6	0.2	3	-17	-5	-22
CCCCOc1ccc(N=Cc2ccc[nH]2)cc1	-2	-6	13	-6	-2	3	0.0	-5	-9	25	12
O=c1[nH]c(CSc2nnc(-c3ccccc3)n2-c2ccccc2)nc2ccccc12	4	-6	13	-10	-3	2	0.9	3	13	20	23
COc1ccc(Cc2n[nH]c(=S)o2)cc1	14	0	14	4	0	1	-0.7	-9	6	10	-9
Cc1ccc(C)c(NC(=O)C(Sc2nnc(-c3cccs3)o2)c2ccccc2)c1 (stereo unspecified)	-46	-2	-67	-20	9	-3	-1.5	2	-25	-7	-4
Cc1ccccc1-c1cc(C(=O)NCC2CC2)n(CC2CC(c3cccnc3)=NO2)n1 (stereo unspecified)	10	-14	19	-10	7	5	3.5	0	-9	2	17
CS(=O)(=O)N1CCCCC1c1cc(C(=O)Nc2ccccc2Cl)no1 (stereo unspecified)	-34	-24	-64	18	0	/	-1.5	/	-31	/	6
Cc1c(C2Nc3ccccc3C(=O)N2O)cnn1C (stereo unspecified)	4	8	-23	11	2	-1	3.5	-10	-5	-2	-12
N/C(=N\O)C1COc2ccccc2O1 (stereo unspecified)	-3	-13	-1	5	7	1	2.7	-1	-11	3	10
CCCCC(=O)NC(c1ccco1)c1cc(Cl)c2cccnc2c1O (stereo unspecified)	49	37	35	21	-12	5	0.6	31	78	6	-10
Nc1ncnc2nc(SCCC(=O)O)[nH]c12	-8	12	16	-25	20	0	-0.7	-2	-18	2	20
O=C(O)CCNC(=O)c1ccc(NC(=O)C(c2ccccc2)c2ccccc2)cc1	-16	-24	8	7	-9	1	0.0	-2	-11	0	-27
Cc1ccc(C)c(Nc2c(F)c(F)c(F)c(F)c2C(=O)O)c1	11	2	16	-11	18	0	1.1	5	6	9	-20
COCc1[nH][nH]c(=O)c1C=Nc1ccccc1	-1	1	0	-5	5	1	1.1	5	-9	5	11
O=C(CN1C(=O)S/C(=C\c2cc(Cl)c(O)c(Cl)c2)C1=O)Nc1ccccc1	21	6	25	-1	-13	2	-0.7	-3	-27	11	-17
COc1ccccc1NC(=O)c1c[nH]c2ccccc12	-166	-11	-105	10	0	-5	0.3	-42	-64	/	-68
O=C(NC1=NCCS1)c1csc2ccccc12	-224	30	-329	-3	12	3	-1.9	-22	-68	-25	-99
COC(=O)c1cccc(NC(=O)c2ccc3c(c2)C(=O)N(Cc2cccnc2)C3=O)c1C	6	-22	11	10	-5	-4	-0.4	-1	1	4	-26
COc1cccc(CNC(=O)c2ccc(S(=O)(=O)N3CCCCC3)cc2)c1	14	-12	11	3	5	/	-3.2	-5	-1	/	-7
CC(=O)Oc1oc(-c2ccccc2)nc1/C=N/c1ccccn1	-74	-5	-138	10	-6	1	-0.8	-15	-77	17	-38
Fc1cccc(Cl)c1/C=N/Nc1ccccn1	-196	5	-179	-3	-2	0	0.4	-42	-80	-40	-46
COc1ccccc1CC1(C)C(=O)Nc2ccc(S(=O)(=O)NC3CCCCC3)cc21 (stereo unspecified)	14	-1	15	-9	5	/	-0.5	/	-18	/	18
CCCc1c(C(=O)N/N=C/c2ccc(C)s2)nnn1-c1nonc1N	8	18	-1	-5	-2	1	-0.2	-1	-3	-12	-11
CCCc1c(C(=O)N/N=C(\C)c2ccccc2O)nnn1-c1nonc1N	37	4	13	-15	-7	/	1.3	31	47	/	1
